Screens deposited in PubChem BioAssay by Broad Institute.
esBAF inh: Bmi1 luciferase reporter increase in mESCs, primary screen, esBAF inhibitor project, mouse ES cells, Bmi1 luciferase knock-in, single point. 24 h; 100% = twice the neutral-well signal. reporter increase, % at 12.5 µM. 2% of 350,000 active. AID 602393, 2012; in the data active = activation above about 40%;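 note: 0% = median of the plate's neutral control wells and 100% = double that signal; a rise in the Bmi1 reporter signal indicates esBAF inhibition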
RAD54 inh: inhibitors of human RAD54 branch migration, primary screen, biochemical, fluorescence, single point. DNA repair and recombination protein RAD54-like (Homo sapiens), Q92698. RAD54 Holliday junction branch migration, FAM/BHQ fluorescence. inhibition, % at 10.4 µM. 0.14% of 360,000 active;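 active = mean normalized replicate activity at least 40 and at least half of replicates scoring 40 or more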;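 note: 0% = median of neutral control wells and 100% = median of positive control wells; inhibitors cause a drop in the FAM fluorescence signal; in these data hits start at about 50%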
Target sequence (Q92698 whole entry, looked up): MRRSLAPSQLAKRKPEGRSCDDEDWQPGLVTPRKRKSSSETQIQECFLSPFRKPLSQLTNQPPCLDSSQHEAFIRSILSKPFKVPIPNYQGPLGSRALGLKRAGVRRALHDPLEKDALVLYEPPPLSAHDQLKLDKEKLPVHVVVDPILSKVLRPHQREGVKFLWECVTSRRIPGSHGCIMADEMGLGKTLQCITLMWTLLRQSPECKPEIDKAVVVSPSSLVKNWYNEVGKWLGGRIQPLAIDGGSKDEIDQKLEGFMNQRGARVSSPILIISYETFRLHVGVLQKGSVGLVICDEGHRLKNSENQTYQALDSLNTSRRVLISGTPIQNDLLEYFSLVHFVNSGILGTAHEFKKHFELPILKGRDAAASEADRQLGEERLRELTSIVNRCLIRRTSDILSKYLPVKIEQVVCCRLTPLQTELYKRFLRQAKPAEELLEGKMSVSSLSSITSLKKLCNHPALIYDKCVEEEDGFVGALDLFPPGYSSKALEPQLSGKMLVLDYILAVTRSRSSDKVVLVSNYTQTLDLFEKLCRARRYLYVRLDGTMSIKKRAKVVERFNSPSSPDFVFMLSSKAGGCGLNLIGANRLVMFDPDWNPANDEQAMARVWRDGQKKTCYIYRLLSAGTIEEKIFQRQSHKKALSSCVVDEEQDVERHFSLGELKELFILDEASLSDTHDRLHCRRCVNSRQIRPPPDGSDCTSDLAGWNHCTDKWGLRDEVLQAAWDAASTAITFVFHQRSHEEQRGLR
ARNT TACC3 PPI: disruptors of ARNT/TACC3 protein interaction, primary screen, biochemical, AlphaScreen, single concentration. AlphaScreen His-ARNT PAS-B/GST-TACC3 binding, luminescence; TACC3 fragment carries E629A point mutation. AID 623870, 2012. 0.66% of 390,000 active. Transforming acidic coiled-coil-containing protein 3 (Homo sapiens), Q9Y6A5. inhibition, % at 9.99 µM;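 active = mean inhibition of replicates at least 50% and at least half of replicates each reaching 50%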;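 note: 0% = complete ARNT plus TACC3 wells and 100% = ARNT alone without TACC3; many hits fall short of the cut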
The depositor's hits bear a star.

SMILES	esBAF inh	RAD54 inh	ARNT TACC3 PPI
CC(C(=O)NC(=O)NCc1ccccc1)N1C(=O)c2ccccc2C1=O (stereo unspecified)	-7.7	-7.1	-0.7
CCS(=O)(=O)C(=C1NCCO1)S(=O)(=O)CC	0.9	-9.7	-10.6
C#CCOCCOCCOCCNc1nc(N2CCN(C(=O)CCCCCCCCCCNC(=O)[C@H]([C@@H](C)CC)n3cc(CCCCCN)nn3)CC2)nc(N2CCN(C(=O)CCCCCCCCCCNC(=O)[C@H](CCCCN)n3cc(CCCC(=O)O)nn3)CC2)n1	3.1	13.0	0.3
Cn1cc(Br)c(C(=O)N2CCN(c3cccc(Cl)c3)CC2)n1	-1.1	7.1	-2.1
COc1ccc(Cl)cc1NC(=O)C1CCCO1 (stereo unspecified)	-6.5	2.8	-3.1
O=C(CCC(=O)c1ccc(Cl)cc1)OCC(=O)c1ccccc1	1.4	-9.5	5.1
O=C(CSc1nc(-c2ccco2)cc(C(F)(F)F)n1)Nc1ccc(C(=O)N2CCOCC2)cc1	-34.0	0.9	-6.9
CC1=C(C(=O)Nc2ccc(Cl)cc2)C(c2ccco2)NC(=O)N1 (stereo unspecified)	5.4	-12.1	-5.7
Cc1cccc(-c2nc(CN3CCCC(C(=O)NC4CCC(C)CC4)C3)c(C)o2)c1 (stereo unspecified)	-18.3	6.6	4.9
CCNC(=O)C1CC(=O)N(c2ccc(OCC)cc2)C1 (stereo unspecified)	5.2	-11.4	-2.5
CC(=O)N1CCN(C(=O)CSc2nc3c(cnn3-c3ccccc3)c(=O)[nH]2)CC1	2.5	1.2	-6.3
Cn1nnnc1SCC(=O)Nc1cc(C(=O)O)cc(C(=O)O)c1	4.7	2.0	41.9
COc1ccccc1NC(=O)c1ccc(NS(C)(=O)=O)cc1	25.6	7.4	-2.9
Cc1ccc(C)c(C(=O)CN2C(=O)c3ccccc3S2(=O)=O)c1	-24.9	-2.3	7.8
C#CCOCCOCCOCCNc1nc(N2CCN(C(=O)[C@H](CCCCN)n3cc([C@@H](N)C(C)CC)nn3)CC2)nc(N2CCN(C(=O)[C@H](Cc3cc4ccccc4[nH]3)n3cc([C@@H](N)C(C)CC)nn3)CC2)n1 (stereo partly specified)	14.6	45.6	34.8
Cc1ccc(-c2cc(C(=O)N3N=C(C(F)F)CC3(O)C(F)F)c3ccccc3n2)cc1C (stereo unspecified)	18.7	-21.0	-0.4
O=c1c2ccccc2c2ccccc2c(=O)n1Cc1cccnc1	-6.8	0.1	-0.6
CCSc1nc(O)c(CC)c(=O)n1C(C)CC (stereo unspecified)	-4.3	-2.7	-2.6
Oc1ccc(/C=N/Nc2nccnc2Cl)cc1	-3.6	1.4	11.7
NS(=O)(=O)c1ccc(NC(=S)N2CCN(C(=O)C3CCCO3)CC2)cc1 (stereo unspecified)	-6.8	-10.8	-0.2
CC(C)CNC(=O)[C@H](Cc1ccccc1)NC(=O)c1ccco1	-3.7	-0.1	-4.6
CCCN(CCC)c1ccc(/C=N/NC(=O)CN2CCOCC2)cc1	-1.4	-8.3	-7.6
Cc1ccc(-c2cn(S(=O)(=O)c3cccc4nsnc34)nc2N)cc1	-1.7	-7.0	0.8
COc1cccc(CNC(=O)CCNC(=O)Cn2ccc3ccccc3c2=O)c1	-13.3	-4.6	-9.8
COc1ccc(/C=N/S(=O)(=O)c2cccs2)cc1	-2.5	7.4	-2.5
Cc1ccc(C)c(N(C(=O)Cn2nnc(-c3cccs3)n2)C(C(=O)NC2CCCC2)c2ccncc2)c1 (stereo unspecified)	-5.6	16.5	-4.3
Cc1ccc(S(=O)(=O)N2CCCN(S(=O)(=O)c3ccc4ccccc4c3)CC2)cc1	5.1	9.3	-17.4
Cc1cc(-c2ccco2)n(CC(=O)O)n1	3.5	-6.3	-5.0
Cn1c(CN2CCOCC2)nc2cc(NC(=O)c3ccc(F)cc3)ccc21	3.7	1.9	7.6
O=C(CNC(=O)c1cc2ccccc2o1)NCc1cccs1	15.0	6.9	2.0
CCOc1ccc(OCC)c(-c2c(=O)n(OCc3ccccc3C(=O)OC)c3ccccc3[n+]2[O-])c1	-10.1	-20.7	7.3
O=C(Nc1ccc(F)cc1F)c1cccnc1	-2.9	5.6	-3.3
CCCCNC(=O)CSc1nc2ccccc2c(=O)n1CCNC(C)=O	-5.0	-6.8	-10.2
C/C(=N/N1CCN(c2ccccn2)CC1)c1ccc([N+](=O)[O-])cc1	3.6	5.9	-2.5
Cc1ccc(C(=O)N(NC2=NS(=O)(=O)c3ccccc32)S(=O)(=O)c2ccc(C)cc2)cc1	-5.2	6.4	0.0
CS(=O)(=O)N(CCc1ccccc1)CC(=O)N1CCN(Cc2ccc3c(c2)OCO3)CC1	1.1	6.7	-2.6
O=C(NC1CCN(C(=O)N2c3ccccc3Sc3ccccc32)CC1)c1ccco1	-2.5	0.5	21.4
CC(=O)c1ccc2cccc3c2c1N=CN3C	-2.1	-5.1	1.0
CCOC(=O)c1sc(Nc2nc3c(OC)cccc3s2)nc1C	67.4*	-3.4	3.5
O=C(N[C@@H](Cc1ccccc1)C(=O)NC1CCCCC1)c1ccco1	-0.2	6.5	-0.9
O=C1CC(c2ccc(F)c(Br)c2)C2=C(CCCC2=O)N1 (stereo unspecified)	-4.6	0.5	8.8
Cc1cccc(C)c1OCC(=O)N(Cc1ccco1)C1CCS(=O)(=O)C1 (stereo unspecified)	-8.3	8.8	-3.8
O=C(CC12CC3CC(CC(C3)C1)C2)NCC(=O)N1CCc2ccccc2C1	1.0	1.4	-0.9
CC(=O)c1ccc(OCCCC(=O)NC2=NCCS2)cc1	-1.7	5.6	-25.7
O=C(O)CCCNC1=NCCC1	-4.9	-4.3	-5.7
CC1=CN2CC(O)CN=C2C=C1 (stereo unspecified)	7.3	-7.5	-3.1
CC(=O)N1CCN2C(=O)C1CCCC(=O)c1cc(C(C)C)ccc12 (stereo unspecified)	-6.1	-8.4	1.2
N#CC1=C(N)Oc2n[nH]c(-c3ccccc3)c2C1c1ccncc1 (stereo unspecified)	1.7	-13.1	3.7
O=C(CCc1ccccc1)Nc1c(F)cccc1F	31.6	-1.9	-3.1
O=S(=O)(Nc1nc2ccc(S(=O)(=O)N3CCCC3)cc2s1)c1ccc(F)cc1	-4.1	3.1	-2.8
CC(=O)SCCC(=O)Nc1ccccc1	-0.1	7.3	2.7
COC(=O)c1ccccc1NC(=O)CNc1cc(Cl)ccc1N1CCOCC1	3.4	1.2	0.5
COc1ccc(C(=O)Nc2nc3nc(-c4ccccc4)cc(=O)n3[nH]2)cc1	-6.6	-4.1	3.2
CCCCCC(=O)Nc1ccc(N2CCN(C(=O)CCC)CC2)cc1	-8.5	-9.6	0.5
Cc1nc(-c2ccccn2)sc1C(=O)Nc1ccc(F)cc1F	57.7*	-9.6	-3.3
Cc1noc(C)c1CN1C(=O)NC2(CCc3ccccc3C2)C1=O (stereo unspecified)	-4.9	11.1	-9.3
CCn1c(-c2ccccc2)ccc(C#N)c1=O	-3.2	-0.7	-11.4
Oc1oc(-c2ccccc2)nc1C=NCc1ccncc1	2.2	-7.9	2.5
CCc1ccc(NC(=O)CN(c2cc(C)cc(C)c2)S(=O)(=O)c2c(C)[nH]c(=O)[nH]c2=O)cc1	-3.4	5.3	3.1
Cc1cccnc1NC(=O)c1c(O)c2ccccc2n(C)c1=O	4.9	-1.9	20.6

Additional compounds follow:
SMILES	esBAF inh	RAD54 inh	ARNT TACC3 PPI
COc1cc(OC)c(C2CC(=O)N3CN(c4ccc(C)cc4)CSC3=C2C#N)cc1OC (stereo unspecified)	35.7	-5.6	6.1
COc1ccccc1-c1nnc(SC2CCc3ccccc3NC2=O)s1 (stereo unspecified)	-21.3	-3.4	-22.7
Cc1ccc(Cc2nnc3n(-c4cccc(C)c4)nc(C(=O)c4ccccc4)n3c2=O)cc1	-10.0	-7.5	-1.5
CCN(c1ccccc1)S(=O)(=O)c1ccc(F)cc1	-1.3	-2.6	-10.8
COC(=O)c1nc(-c2ccccc2)oc1N(C)C	-2.5	-8.9	-2.0
CCOC(=O)Cc1csc(NC(=S)NC(=O)c2ccc(Cl)cc2)n1	-9.9	-0.5	-1.9
CC(C)(C)SCCNS(=O)(=O)c1ccc(F)cc1	-6.6	2.1	-15.3
Oc1ccc2ccc3cccc[n+]3c2c1	-10.7	-469.1	-4.5
CC(C)=CC(=O)Nc1nnc(-c2cccnc2)s1	16.2	-13.1	-14.7
NC(=O)CSc1nnc(-c2ccc(O)cc2)n1Cc1ccco1	-7.0	33.7	38.4*
Cc1c(CCC(C)C)c(=O)n2c([nH]c3ccccc32)c1C#N	-8.1	4.6	-6.3
CCOC(=O)CSc1nc(NCc2ccco2)c2ccccc2n1	2.7	1.5	-6.6
Cc1ccc(C2C3=C(CC(C)(C)CC3=O)Nc3[nH]c(=S)[nH]c(=O)c32)cc1 (stereo unspecified)	-11.2	-8.4	-5.0
O=C(CN1C2CCC1CC(NC(=O)C1CC1)C2)NCc1ccccc1 (stereo unspecified)	7.2	7.6	-4.9
Cc1cccc(NC(=O)c2ccc(Cn3cc(C(F)(F)F)ccc3=O)cc2)c1	3.3	0.6	1.0
Cc1ccc(-c2nc3ccccc3[nH]2)cc1NC(=S)NC(=O)c1ccccc1Br	57.5*	1.6	-12.2
c1ccc(OCc2nc3ccccc3[nH]2)cc1	50.7*	-2.2	-3.2
CCOC(=O)C1CCCN(C(=O)c2cn(CC)c(=O)c3cc(OC)c(OC)cc23)C1 (stereo unspecified)	-1.8	-15.2	-13.2
COc1ccc(-c2nnn(CC(=O)N(C3CCCCC3)C(C)C(=O)NC3CCCC3)n2)cc1OC (stereo unspecified)	2.7	0.6	-4.9
Cc1ccc(S(=O)(=O)Nc2nc3n(n2)C(c2ccc(Cl)cc2)CC(=O)N3)cc1 (stereo unspecified)	-6.6	2.6	-2.3
CCn1c(CSc2nc3ccccc3n2C)nc2ccccc21	6.6	-5.0	5.1
O=C(Nc1ccc(S(=O)(=O)Nc2ncccn2)cc1)c1ccco1	1.2	-12.3	-16.9
CCOC(=O)Cn1c(=N)n(CCOc2ccc(OC)cc2)c2ccccc21	2.9	-8.3	3.5
O=C1C(Cl)=C(NCC2CCCO2)C(=O)N1c1cccc(Cl)c1Cl (stereo unspecified)	-0.5	2.1	-16.1
CC1(c2ccccc2)CC(c2ccccc2)=Nc2nonc2N1 (stereo unspecified)	-2.7	2.4	7.6
Clc1ncnc2scc(C3COc4ccccc4O3)c12 (stereo unspecified)	2.7	1.6	-0.5
CCCc1cc(C(=O)N2CCN(c3ccccc3C)CC2)cs1	1.3	-3.9	-5.5
CCOC(=O)Cc1csc(SCC(=O)c2c(N)n(CC(C)C)c(=O)n(C)c2=O)n1	-24.8	-2.8	-2.0
O=C(CN1C(=O)c2ccccc2S1(=O)=O)N1CCc2ccccc2C1	-32.1	2.4	6.7
CCOc1ccc(-c2nc(C#N)c(N3CCN(CC)CC3)o2)cc1	-19.7	17.0	8.9
COc1ccc(Nc2nc(Nc3ccc(OC)cc3)nc(-n3[nH]c(=O)c(C)c3C)n2)cc1	17.4	-19.7	1.5

Structural class, the entries above containing an aryl thioether with sulfur outside any ring (ten)
SMILES	esBAF inh	RAD54 inh	ARNT TACC3 PPI
O=C(CSc1nc(-c2ccco2)cc(C(F)(F)F)n1)Nc1ccc(C(=O)N2CCOCC2)cc1	-34.0	0.9	-6.9
CC(=O)N1CCN(C(=O)CSc2nc3c(cnn3-c3ccccc3)c(=O)[nH]2)CC1	2.5	1.2	-6.3
Cn1nnnc1SCC(=O)Nc1cc(C(=O)O)cc(C(=O)O)c1	4.7	2.0	41.9
CCSc1nc(O)c(CC)c(=O)n1C(C)CC (stereo unspecified)	-4.3	-2.7	-2.6
CCCCNC(=O)CSc1nc2ccccc2c(=O)n1CCNC(C)=O	-5.0	-6.8	-10.2
COc1ccccc1-c1nnc(SC2CCc3ccccc3NC2=O)s1 (stereo unspecified)	-21.3	-3.4	-22.7
NC(=O)CSc1nnc(-c2ccc(O)cc2)n1Cc1ccco1	-7.0	33.7	38.4*
CCOC(=O)CSc1nc(NCc2ccco2)c2ccccc2n1	2.7	1.5	-6.6
CCn1c(CSc2nc3ccccc3n2C)nc2ccccc21	6.6	-5.0	5.1
CCOC(=O)Cc1csc(SCC(=O)c2c(N)n(CC(C)C)c(=O)n(C)c2=O)n1	-24.8	-2.8	-2.0

This is a subset; count on the stated rates, not on these rows.
